HEK293 NOD2/NF-kB – inhibition of NOD2-driven NF-kB reporter – cell-based, luminescence, uHTS, HEK293 (AID 1566); HEK293 NOD2/NF-kB luciferase reporter, luminescence; higher % means a stronger effect; one-dose inhibition, % at 4 µM; EC50 in µM for titrated hits; 290,000 compounds, 0.63% hits; note: many of its hits are not listed in these tables
GPR55 LPI antagonism – GPR55 antagonists blocking LPI-driven arrestin recruitment, primary screen, imaging, U2OS, beta-arrestin-GFP, LPI agonist (AID 2013) | inhibition, % at 10 µM, or IC50 in µM where a hit was titrated | 290,000 compounds, 0.13% hits | U2OS GPR55 beta-arrestin-GFP translocation imaging, LPI antagonism; higher % means a stronger effect;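 active = spots per cell inhibited over 60%, with over 100 cells counted and total cytoplasm intensity under 500,000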;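 note: U2OS cells stably carrying GPR55 and arrestin-GFP stimulated by 5 µM LPI near EC80; imaged beta-arrestin-GFP aggregate spots per cell after agonist stimulation; plate controls were LPI-stimulated DMSO wells for no effect and DMSO wells without LPI for full effect; some results filed as inactive read as strong as hits; confirmed hits need IC50 under 10 µM and bright autofluorescent wells are also inconclusive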
Myeloid diff MLP – compounds promoting myeloid differentiation | ER-HoxA9 myeloid progenitors, lysozyme-GFP differentiation, flow cytometry | calls only at 10 µM | 360,000 compounds, 1% hits | AID 624256;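 active = normalized GFP-positive differentiation at or above the plate's own cutoff, the solvent-only control mean plus 3 SD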;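 note: cells exposed to compound for four days before flow analysis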
NOD1 inhibition – inhibition of NOD1-driven NF-kB reporter – cell-based, luminescence, uHTS, primary screen (AID 1578); NOD1-driven NF-kB luciferase reporter cells, luminescence; higher % means a stronger effect; inhibition, % at 4 µM; hits with a dose series show EC50 in µM; 290,000 compounds, 1% hits; in the data active = inhibition mostly above about 36%, no sharp cut-off; inactive = mostly below about 34%;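 note: HEK-293T reporter cells stimulated with the NOD1 agonist gamma-tri-DAP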
KOR beta-arrestin-1 – KOR agonists, beta-arrestin recruitment, primary screen, cell-based, luminescence, uHTS (AID 1777); KOR beta-arrestin recruitment, luminescence; higher % means a stronger effect; activation, % at 10 µM, or EC50 in µM where a hit was titrated; 280,000 compounds, 0.02% hits; in the data active = activation above about 50%, passing the limit was not always enough; note: a part of the inactive calls stands beside numbers as strong as those of hits
GPR55 activation – GPR55 agonists via beta-arrestin recruitment, primary screen, imaging, U2OS cells, beta-arrestin-GFP redistribution (AID 1961) | U2OS GPR55 beta-arrestin-GFP redistribution imaging; higher % means a stronger effect | activation, % at 10 µM, or EC50 in µM where a hit was titrated | 290,000 compounds, 0.048% hits;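 active = activation above 40% with more than 50 cells counted in the well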;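 note: U2OS osteosarcoma cells stably expressing GPR55 and beta-arrestin-GFP; plate controls were DMSO negative control for no effect and LPI positive control for full effect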
HIV fusion peptide – cell-free HIV fusion peptide-binding blockers – biochemical, uHTS, fluorescence dequenching, primary screen (AID 1986); 290,000 compounds, 0.3% hits; cell-free peptide binding, fluorescence dequenching, 30 min; higher % means a stronger effect; one-dose inhibition, % at 20 µM; IC50 in µM for titrated hits; in the data active = inhibition mostly above about 52%, no sharp cut-off; inactive = mostly below about 76%; note: some results filed as inactive read as strong as hits
GPR35 antagonists – inhibition of zaprinast-stimulated GPR35 beta-arrestin translocation – imaging, U2OS, beta-arrestin-GFP, zaprinast agonist, primary screen (AID 2058); U2OS GPR35 beta-arrestin-GFP translocation imaging, zaprinast antagonism; higher % means a stronger effect; inhibition, % at 10 µM, or IC50 in µM where a hit was titrated; 290,000 compounds, 0.052% hits;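 active = inhibition of at least 50% with at least 30 cells and total cytoplasm GFP at most 10,000,000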
KOR beta-arrestin-2 – KOR antagonists, beta-arrestin recruitment, cell-based, luminescence, uHTS (AID 1778). 290,000 compounds, 0.091% hits. inhibition, % at 10 µM, or IC50 in µM where a hit was titrated. KOR beta-arrestin recruitment, luminescence, antagonist mode; higher % means a stronger effect; note: strong numbers were not always called active
Myeloid diff MLP GFP+ MAC1+ % – recorded beside Myeloid diff MLP, whose call it bears; GFP+ MAC1+ double positive, %; measured here: differentiation confirmed by MAC1 staining
* hit, by the source's call; i = inactive; / = not tested or not shown; + = active, no number; & = joins results of further samples; [ ] = dose if it differs, or a comment. Cut-off read from the data, not from the text of the source, unless noted: active = inhibition above about 50%; inactive = the rest. Not all compounds are listed, so the mix of outcomes need not match the whole.

SMILES	HEK293 NOD2/NF-kB	GPR55 LPI antagonism	Myeloid diff MLP	Myeloid diff MLP GFP+ MAC1+ %	NOD1 inhibition	KOR beta-arrestin-1	GPR55 activation	HIV fusion peptide	GPR35 antagonists	KOR beta-arrestin-2
S=c1[nH]c(-c2ccc(Br)cc2)cn1CCc1ccccc1	-51%	-6%	i	0.2	-18%	9.8%	0.6%	1.6%	-2%	-40%
CCOC(=O)C1CCN(C(=O)c2oc3ccc(S(=O)(=O)N4CCCCCC4)cc3c2C)CC1	11%	11%	i	0.6	26%	0.4%	-0.2%	-1.1%	17%	8%
Cc1cc2cc(CNC(=O)Nc3cccc(Cl)c3)ccc2n1C	11%	0%	i	1.8	8%	-3.0%	-0.3%	10%	14%	-38%
COc1ccccc1NC(=O)N(c1c(N)n(Cc2ccccc2)c(=O)[nH]c1=O)C1CCCC1	-4%	-2%	i	0.4	-9%	1.0%	-0.6%	1.2%	8%	-10%
Nn1c(SCc2ccccc2)nc2c(cnn2-c2ccccc2)c1=O	-45%	16%	i	0.2	-36%	-8.7%	0.2%	-1.6%	-22%	19%[20 µM]
COc1ccc(/C=N/NC(=O)c2nc(Cl)c(Cl)c(N)c2Cl)cc1COc1ccc(F)cc1F	6%	19%	i	1.0	-106%	-0.7%	0.0%	0.9%	2%	18%
COc1ccc(CC(=O)N2N=C(C)CC2(O)C(F)(F)F)cc1OC (centres undefined)	-12%	-1%	i	0.7	-19%	-1.2%	-0.1%	0.1%	-6%	18%[20 µM]
O=C(CSc1nnnn1C1CCCCC1)NCc1cccc(C(=O)O)c1	25%	0%	i	0.5	16%	-1.2%	0.1%	-2.9%	13%	-17%
CC(C)Cc1nnc(NC(=O)CC(=O)Nc2ccccc2C(=O)O)s1	1%	8%	i	0.8	-4%	-0.8%	-0.1%	6.1%	-1%	13%
c1ccc(-n2nnnc2N2CCOCC2)cc1	-7%	-8%	i	0.6	-8%	-7.6%	0.1%	-1.6%	13%	-30%
O=C(O)c1cccnc1SCC(=O)C12CC3CC(CC(C3)C1)C2	-4%	5%	i	0.2	-10%	9.2%	-0.1%	1.1%	2%	4%
N#C/C(=C\c1ccc(Cl)cc1)c1n[nH]c(Cn2cncn2)n1	5%	0%	i	1.1	-5%	-2.0%	0.0%	-0.6%	10%	-6%
COCCCNC(=O)C(F)(F)C(F)(F)C(=O)NCCCOC	-4%	0%	i	0.4	-20%	5.9%	0.1%	0.0%	13%	-8%
N#Cc1cccc(S(=O)(=O)NCC(=O)OCC(=O)c2ccc[nH]2)c1	4%	-1%	i	0.0	-9%	0.0%	0.0%	-1.7%	2%	-9%
CCn1c(SCC(=O)Nc2cccc(F)c2)nc2c(c1=O)SC(C)C2 (centres undefined)	15%	5%	i	1.5	-12%	3.5%	0.0%	0.2%	10%	-16%
Cc1cc(C)nc(NS(=O)(=O)c2ccc(NC(=O)Cn3c(=O)oc4ccccc43)cc2)n1	-10%	-8%	i	2.2	-15%	8.9%	0.2%	-0.9%	-2%	-4%
CC(C)Oc1cccc(C(=O)C2CCCN(C(=O)c3ccsc3)C2)c1 (centres undefined)	26%	0%	i	0.3	-14%	-1.9%	-0.3%	0.9%	9%	0%
Cc1ccc(-c2n[nH]c3c2C(c2ccccc2)N(c2ccc(C(=O)O)cc2)C3=O)cc1 (centres undefined)	-7%	12%	i	0.4	-6%	0.1%	-0.1%	23%	16%	32%
COc1ccc(N2CCN(C(=O)CSc3nc4[nH]ncc4c(=O)n3-c3ccc(Br)cc3)CC2)cc1	-4%	5%	i	0.4	9%	2.7%	-0.4%	-1.8%	-4%	-16%
CCC(=O)Nc1ccc(Cl)c(NC(=O)c2ccccc2OC)c1	14%	-3%	i	0.5	57%*	3.8%	-0.8%	1.4%	-7%	-30%
CSc1nc2c(c(=O)n1-c1ccc(C)cc1)SCC2	-15%	2%	i	0.5	4%	0.5%	-0.1%	-2.8%	10%	-31%
Clc1ncccc1-c1nc2ccccc2n1Cc1ccccc1	4%	4%	i	0.8	12%	2.3%	-0.1%	2.0%	0%	-12%
O=C1SC(SCc2ccccc2)=N/C1=C\c1ccco1	-4%	1%	i	1.8	-11%	4.5%	-0.1%	28%	-13%	-44%
O=C(NCCCn1ccnc1)c1cccnc1	2%	-5%	i	0.9	-29%	-4.8%	-0.1%	-0.9%	-7%	18%
CC(C)(C)c1ccc(S(=O)(=O)CCc2ccccn2)cc1	-52%	9%	i	0.6	-38%	-0.9%	0.2%	-0.3%	-7%	-19%
O=C(c1cccc(Br)c1)N1CCCC1	19%	-6%	i	0.2	-10%	3.1%	-0.1%	0.2%	3%	-39%
FC(F)(F)c1ccc(CN2C[C@@H]3C(c4ccc(Cl)nc4)C4(c5ccccc5)CC3(C4)[C@H]2c2ccccc2)cc1 (some centres undefined)	10%	3%	i	1.3	-7%	8.6%	-0.1%	2.1%	-12%	-7%
C=CCN1C=CC(=C/C=C(/C#N)C(=O)OCC)C=C1	-62%	4%	i	0.5	-46%	-6.8%	-0.4%	-0.9%	20%	-9%
COc1ccc(NC(=O)Nc2cc(C(C)(C)C)on2)cc1OC	7%	-20%	i	0.5	-15%	0.9%	0.7%	-0.5%	-7%	-19%
COc1cccc(OC2OC3COC(C)(C)OC3C(O)C2NC(C)=O)c1 (centres undefined)	1%	0%	i	0.5	-45%	-4.9%	-0.1%	0.3%	6%	12%

Compound profiles, as listed above. Order of values: HEK293 NOD2/NF-kB | GPR55 LPI antagonism | Myeloid diff MLP | Myeloid diff MLP GFP+ MAC1+ % | NOD1 inhibition | KOR beta-arrestin-1 | GPR55 activation | HIV fusion peptide | GPR35 antagonists | KOR beta-arrestin-2
C=CCN1C=CC(=C/C=C(/C#N)C(=O)OCC)C=C1 is entered as -62% | 4% | i | 0.5 | -46% | -6.8% | -0.4% | -0.9% | 20% | -9%
Cc1cc(C)nc(NS(=O)(=O)c2ccc(NC(=O)Cn3c(=O)oc4ccccc43)cc2)n1 is entered as -10% | -8% | i | 2.2 | -15% | 8.9% | 0.2% | -0.9% | -2% | -4%
COc1ccc(NC(=O)Nc2cc(C(C)(C)C)on2)cc1OC is entered as 7% | -20% | i | 0.5 | -15% | 0.9% | 0.7% | -0.5% | -7% | -19%
CCC(=O)Nc1ccc(Cl)c(NC(=O)c2ccccc2OC)c1 is entered as 14% | -3% | i | 0.5 | 57%* | 3.8% | -0.8% | 1.4% | -7% | -30%
O=C(NCCCn1ccnc1)c1cccnc1 is entered as 2% | -5% | i | 0.9 | -29% | -4.8% | -0.1% | -0.9% | -7% | 18%

Continued.
SMILES	HEK293 NOD2/NF-kB	GPR55 LPI antagonism	Myeloid diff MLP	Myeloid diff MLP GFP+ MAC1+ %	NOD1 inhibition	KOR beta-arrestin-1	GPR55 activation	HIV fusion peptide	GPR35 antagonists	KOR beta-arrestin-2
O=C(Cc1ccc(Cl)cc1)Nc1ccccc1CO	-1%	0%	i	0.7	-21%	-2.1%	-0.3%	3.4%	2%	10%
COc1ccc(S(=O)(=O)Nc2c(C(=O)O)[nH]c3ccccc23)c(OC)c1	2%	3%	i	0.6	5%	3.2%	0.0%	-2.2%	9%	28%
CCC(C)(C(=O)NC1CCCC1)N(Cc1ccco1)C(=O)c1ccc2c(c1)OCO2 (centres undefined)	-7%	5%	+	3.3*	-20%	10%	-0.1%	0.5%	8%	11%
CCOc1ccc(CN2CCN(Cc3nc4c(s3)CCCC4)CC2CCO)cc1 (centres undefined)	21%	12%	i	0.2	-19%	-0.9%	0.2%	-1.9%	8%	2%
CCN(CC)c1ccc(/C=c2\sc3nc4ccccc4n3c2=O)c(O)c1	45%	-16%	+	0.8*	34%	1.4%	-0.6%	36%	-3%	6%
CC1=CC(C)(C)NC(=S)N1c1cccc(C)c1	11%	10%	i	0.9&5.7	6%	2.7%	-0.1%	-2.6%	8%	-11%
O=C(c1c(O)c2ccccc2oc1=O)C1CCC1	14%	15%	i	0.9	4%	0.8%	-0.1%	-2.3%	8%	28%
CCC(CC)c1nnc(NC(=O)CCc2ccc(OC)cc2)s1	-6%	-2%	i	0.8	-4%	/	-0.2%	1.0%	0%	-25%[20 µM]
COc1ccc(-c2ccc(=O)n(CC(=O)NCc3ccco3)n2)cc1	8%	10%	i	1.0	-22%	2.7%	-0.1%	2.2%	-7%	-5%
CCC(C(=O)O)n1nc(-c2ccccc2)c2cc(Cl)ccc21 (centres undefined)	11%	12%	i	0.2	-22%	-1.0%	-0.3%	9.0%	-3%	-13%
Cc1cc(C)c(S(=O)(=O)c2ccccc2C)c(N(C)C)n1	16%	13%	i	0.7	3%	0.6%	0.0%	-2.7%	-6%	-33%
CN(C)c1ccc(Nc2nc(N)c([N+](=O)[O-])c(N3CCOCC3)n2)cc1	10%	2%	i	1.1	-7%	0.8%	0.5%	-3.3%	1%	-40%
COC(=O)c1cn(C)c2ccc(S(=O)(=O)N3CCCCC3)cc2c1=O	10%	-5%	i	7.0	-14%	-1.8%	0.0%	-1.0%	8%	1%
FC(F)(F)c1cccc(Nc2cc(-c3ccccc3)nc3ncnn23)c1	-14%	5%	i	0.1	-10%	8.8%	0.2%	-0.1%	12%	8%
CCO[C@@H]1OC(C(=O)O)=C[C@H](C2CCCCC2)[C@H]1CCCO	-6%	0%	i	1.0	-17%	3.2%	0.5%	1.8%	-9%	-24%
CCOC(=O)CC1C(=O)NCCN1S(=O)(=O)c1cccc(C(F)(F)F)c1 (centres undefined)	-8%	17%	i	4.4	-30%	1.1%	0.0%	2.5%	-11%	11%
O=C(NCC(c1ccco1)N1CCCC1)c1cccc(S(=O)(=O)Nc2ccc(Br)cc2)c1 (centres undefined)	8%	14%	i	0.7	-23%	-0.9%	0.3%	1.9%	6%	-13%
COc1ccc(N(CC(=O)NC2CCCCC2)C(=O)CCCC(=O)Nc2ccccn2)c(OC)c1	-14%	-4%	i	1.3	-17%	9.9%	-0.1%	0.3%	-12%	-61%

Two of the compounds above, with two lines to a compound.
Values run as follows: HEK293 NOD2/NF-kB	GPR55 LPI antagonism	Myeloid diff MLP	Myeloid diff MLP GFP+ MAC1+ %	NOD1 inhibition	KOR beta-arrestin-1	GPR55 activation	HIV fusion peptide	GPR35 antagonists	KOR beta-arrestin-2
CCOC(=O)CC1C(=O)NCCN1S(=O)(=O)c1cccc(C(F)(F)F)c1 (centres undefined)
 : -8%	17%	i	4.4	-30%	1.1%	0.0%	2.5%	-11%	11%
COc1ccc(N(CC(=O)NC2CCCCC2)C(=O)CCCC(=O)Nc2ccccn2)c(OC)c1
 : -14%	-4%	i	1.3	-17%	9.9%	-0.1%	0.3%	-12%	-61%
